Bioassay records from PubChem.
HUVEC inhibit: human endothelial cell proliferation inhibition | HUVEC proliferation, CellTiter-Glo luminescence, 72 h; stronger effect = lower value | viability, % at 10 µM (by protocol) | 1.1% of 86,000 active;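 active means viability at or below 30%; inactive means viability above 30%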;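 further: 100% = median luminescence of DMSO-only cell control wells on each plate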
sEH act: soluble epoxide hydrolase (human) activation; P34913; purified human sEH enzymatic activity, activator screen; activation, % at 2 µM; 0.04% of 91,000 active; AID 717; in the data active means activation above about 37%; further: values of inactives mirror those of a sister screen read the other way
S1P2 antag: blocks the human S1P2 receptor. cell-based S1P2 antagonist assay, inhibition at 5 uM. inhibition, % at 5 µM. 0.21% of 97,000 active; in the data active means inhibition above about 45%;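 further: CRE beta-lactamase reporter cells expressing human S1P2 stimulated with S1P; 0% = agonist at EC80 alone and 100% = agonist plus reference antagonist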
H69AR inhibit: growth inhibitors of human H69AR lung tumor cells; H69AR lung tumor viability, ATP luminescence, 72 h; stronger effect = lower value; viability, % at 10 µM; 6% of 85,000 active;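 active means viability at or below 40%; inactive means viability above 40%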;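 further: multidrug resistant small cell line overexpressing MRP-1 efflux transporter; 100% = mean luminescence of untreated control wells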
S1P2 agonist: S1P2 (human) receptor agonism. O95136. S1P2-expressing cell line, agonist reporter read-out. activation, % at 4.5 µM. 0.46% of 97,000 active; in the data active means activation above about 16%;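 further: 0% = vehicle low control and 100% = maximal reference agonist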
sEH inhibitor: soluble epoxide hydrolase (human) inhibition. P34913. recombinant human sEH enzymatic activity assay. 0.34% of 91,000 active. inhibition, % at 2 µM. AID 707; in the data active means inhibition above about 80%; further: values of inactives mirror those of a sister screen read the other way; many of its hits are not listed in these tables
PTPN22 act: increases human PTPN22 phosphatase activity; activation, % at 2 µM; recombinant LYP, DiFMUP fluorescence; 0 = plate median, 100 = signal doubled; Q9Y2R2; 0.11% of 96,000 active;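 active means activation at 2 µM above a set limit, the mean plus 5 SD, cut at about 37% in these data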
Target sequence (Q9Y2R2 whole entry, looked up): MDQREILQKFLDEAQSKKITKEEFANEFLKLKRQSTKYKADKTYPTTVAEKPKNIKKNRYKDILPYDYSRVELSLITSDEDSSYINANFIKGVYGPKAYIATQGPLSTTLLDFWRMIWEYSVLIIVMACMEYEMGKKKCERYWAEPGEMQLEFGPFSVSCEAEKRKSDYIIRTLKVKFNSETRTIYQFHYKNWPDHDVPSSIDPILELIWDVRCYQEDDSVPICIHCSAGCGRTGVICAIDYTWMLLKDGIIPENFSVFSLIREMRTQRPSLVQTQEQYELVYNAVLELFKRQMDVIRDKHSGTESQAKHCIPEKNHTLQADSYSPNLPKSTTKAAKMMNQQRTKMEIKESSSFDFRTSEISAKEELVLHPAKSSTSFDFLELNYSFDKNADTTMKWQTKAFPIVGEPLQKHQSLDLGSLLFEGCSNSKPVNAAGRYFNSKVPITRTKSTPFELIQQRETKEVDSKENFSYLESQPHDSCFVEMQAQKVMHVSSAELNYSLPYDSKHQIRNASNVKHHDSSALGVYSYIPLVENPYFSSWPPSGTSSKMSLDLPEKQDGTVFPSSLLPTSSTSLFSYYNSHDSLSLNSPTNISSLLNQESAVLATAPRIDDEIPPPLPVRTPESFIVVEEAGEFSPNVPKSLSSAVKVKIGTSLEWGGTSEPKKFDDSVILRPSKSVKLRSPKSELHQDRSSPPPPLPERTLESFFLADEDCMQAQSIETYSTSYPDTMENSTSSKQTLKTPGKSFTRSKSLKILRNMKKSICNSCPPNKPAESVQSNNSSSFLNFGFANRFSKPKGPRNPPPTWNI
PostGolgi ctrl: growth of the yeast control strain, post-Golgi counter-screen | efflux-deficient yeast background strain, growth absorbance A615, 16 h | 5% of 98,000 active | AID 738 | inhibition, % at 10 µM; in the data active means inhibition above about 30%
Lung fibro prol: blocks proliferation of human lung fibroblasts; LL 47 human lung fibroblast viability, ATP luminescence; stronger effect = lower value; AID 719; viability, % at 10 µM; 1.1% of 85,000 active;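 active means viability at or below 50% in the single dose screen; inactive means viability above 50%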;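 further: compound exposure lasted 72 h before the ATP readout; 100% = median luminescence of untreated cell-only wells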
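Times – overnight cell rest, 72 h compound treatment at 37 °C · Test system – human lung fibroblast line LL 47, low passage · Amount – 1,150 cells in each well · Controls – cell-only wells, no compound · Doses – 0.1% DMSO in all compound wells · Measured by – CellTiter-Glo luminescence · Buffer or medium – IMEM plus 15% FBS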
Active calls of the source: *; x = not tested or not shown. Not all compounds are listed. The share of hits here may be higher or lower than overall.

No.	smiles	S1P2 antag	PTPN22 act	Lung fibro prol	sEH inhibitor	HUVEC inhibit
1	COc1ccc(-c2nc(CSCC(=O)N3CCC4(CC3)OCCO4)c(C)o2)cc1OC	-3	1	112	6	87
2	Cc1ccc(N=Nc2c(O)[nH]c(=O)[nH]c2=O)c([N+](=O)[O-])c1	24	6	x	-1	x
3	Cc1cccc(N=Cc2c(O)n(-c3ccccc3C)c(=O)[nH]c2=O)c1	4	3	107	0	82
4	CCc1c(C)nc(N)nc1N1N=C1SCC#N	-61	2	101	-4	99
5	CN1CCc2nc3ccc(F)cc3c(C(N)=O)c2C1	6	2	x	-11	x
6	O=S(=O)(c1ccccc1)N1CCCCC1c1cccnc1 (configuration not stated)	18	4	99	6	90
7	O=c1[nH]c(CN2CCNCC2)nc2ccccc12	-6	5	93	4	85
8	C(#CCN1CCOCC1)COCc1ccccc1	11	3	94	7	87
9	CCN(CC)CCCOC(=O)C(OC)(c1ccccc1)c1ccccc1	-7	-13	95	-15	98
10	Cn1c2ccccc2c2cnn(CC(=O)N3CCC4(CC3)OCCO4)c(=O)c21	-8	4	95	12	96
11	O=C1C2CCCN2C(c2cccc(Cl)c2)N1c1ccccn1 (configuration not stated)	-8	1	98	8	96
12	O=C1NC(=S)N(c2ccc(Cl)cc2)C(=O)/C1=C/N1CCN(C(=O)c2ccco2)CC1	5	1	x	-6	x

No.	H69AR inhibit	S1P2 agonist	PostGolgi ctrl	sEH act
1	89	1	8	-5
2	x	-3	17	2
3	98	-5	-10	-5
4	97	0	-2	5
5	x	-7	10	14
6	105	-8	-4	-7
7	83	1	22	-6
8	101	-3	-2	-10
9	82	-7	10	15
10	82	-1	4	-13
11	96	-1	19	-6
12	x	-8	-1	6

The list goes on.
No.	smiles	S1P2 antag	PTPN22 act	Lung fibro prol	sEH inhibitor	HUVEC inhibit
13	O=C(Cn1ncc2ccsc2c1=O)N1CCC2(CC1)OCCO2	7	-2	102	x	99
14	CC(=O)OC1C2CCC1C(N1CCCC1)CC2 (configuration not stated)	-1	0	104	18	101
15	Fc1ccc(C2=CCN(C(c3cccs3)c3nnnn3CCc3ccccc3)CC2)cc1 (configuration not stated)	7	2	106	-4	109
16	COCCCN1Cc2ccccc2C1=N	18	-1	x	-1	x
17	CC(c1ccccc1F)n1cc(C(=O)Nc2ccc3nc[nH]c3c2)nn1 (configuration not stated)	16	-13	106	-12	86
18	COc1ccc(CCNC(=O)c2c(N)n(CCN3CCOCC3)c3nc4ccccc4nc23)cc1	-24	12	79	x	54
19	O=C1NC(=O)C(=Cc2cn(CCOc3ccc4c(c3)OCO4)c3ccccc23)C(=O)N1	-7	-26	48*	-10	53
20	C=CCn1c(O)c(C(CC)=Nc2cc(OC)ccc2OC)c(=O)[nH]c1=O	16	-7	83	x	81
21	CC(C)CC12CN3CCN(CC(C3)/C1=N/O)C2	9	2	100	10	86
22	Clc1ccccc1Nc1ncnc(-n2cccc2)n1	10	-2	x	2	x
23	O=C1CN(C(=O)CN2CCCCC2)C(c2ccccc2)c2cc(Br)ccc2N1 (configuration not stated)	8	-1	x	-2	98
24	CCOC(=O)c1nc2ccccc2c(=O)n1-c1cccc(C)c1	-9	-8	x	6	x

No.	H69AR inhibit	S1P2 agonist	PostGolgi ctrl	sEH act
13	107	-1	1	x
14	92	-4	3	-15
15	87	-8	43*	6
16	x	-2	3	3
17	83	-3	30*	17
18	22*	27*	35*	x
19	78	-2	0	6
20	63	-8	6	x
21	88	-3	12	-9
22	x	-9	6	0
23	104	-7	0	2
24	x	-4	1	-4

Additional compounds.
No.	smiles	S1P2 antag	PTPN22 act	Lung fibro prol	sEH inhibitor	HUVEC inhibit
25	COc1ccc(C(CC(=O)N2CCC3(CC2)OCCO3)NS(=O)(=O)c2ccc(F)cc2)cc1 (configuration not stated)	12	-3	x	x	x
26	CCN(CC)CCNCC(=O)Nc1ccc(Cl)cc1C(=O)c1ccccc1	2	0	x	10	x
27	O=C(c1cccs1)N1C2CCC1CC(O)(c1cccnc1)C2 (configuration not stated)	10	-2	107	x	101
28	CCC(=O)N1CC(=O)Nc2ccc(F)cc2C1c1ccccc1 (configuration not stated)	25	11	98	-6	97
29	CCC(=NCC1CCCO1)c1c(O)n(Cc2ccccc2)c(=O)[nH]c1=O (configuration not stated)	-7	5	x	x	x
30	O=C(C1CC(=O)N(c2ccc(F)c(Cl)c2)C1)N1CCC2(CC1)OCCO2 (configuration not stated)	0	1	107	-4	107
31	COC(=O)N(c1ccccc1)P1(=S)OCCO1	x	x	98	x	88
32	CCC(=NCCc1ccccc1)c1c(O)n(C2CCCCC2)c(=O)[nH]c1=O	-4	-15	96	-3	80
33	CCCCCCn1c(O)c(C=Nc2c(C)n(C)n(-c3ccccc3)c2=O)c(=O)[nH]c1=O	10	10	101	x	71
34	CC1=CC(=C2C(=O)NC(=O)NC2=O)C=C(C(F)(F)F)N1C(C)C	7	-6	95	x	96
35	O=C(Cc1ccccc1)N1CCN(Cc2ccccn2)CC1	-27	-4	99	3	97
36	CCN1CCN(C(=O)COc2cc(=O)n(CC)c3ccccc23)CC1	11	-3	107	0	86

No.	H69AR inhibit	S1P2 agonist	PostGolgi ctrl	sEH act
25	x	-1	-8	x
26	x	-2	6	-9
27	96	-2	4	x
28	95	-5	16	3
29	x	-3	11	x
30	90	-3	11	4
31	96	x	11	x
32	25*	-4	71*	2
33	99	-1	2	x
34	90	-3	9	x
35	92	-4	5	-1
36	212	-6	8	0

The results go on:
No.	smiles	S1P2 antag	PTPN22 act	Lung fibro prol	sEH inhibitor	HUVEC inhibit
37	COc1ccc(C2SCC(=O)Nc3c2c(C)nn3-c2ccccc2)cc1 (configuration not stated)	5	1	90	1	89
38	CCOC(=O)c1c(-n2c(C)cc(C=C3C(=O)NC(=O)NC3=O)c2C)sc2c1CCCC2	0	-8	x	-3	x
39	O=C(c1ccccc1)c1cn(CC(=O)N2CCCc3ccccc32)c2ccccc12	-13	-1	90	-1	91
40	O=C1NC(=O)[C@]2(Cc3ccccc3N3CCN(c4ccccc4)CC32)C(=O)N1c1ccccc1 (some centres not stated)	5	-8	99	2	99
41	CCOc1ccccc1N1C(=O)NC(=O)C(CCc2ccncc2)(CCc2ccncc2)C1=O	-20	-2	91	-8	84
42	COC(=O)C(O)(c1ccc(N(C)S(=O)(=O)c2ccccc2)cc1)C(F)(F)F (configuration not stated)	x	x	88	x	84
43	COC(=O)c1c(C)n(Cc2ccc3c(c2)OCO3)c2ccc(O)cc12	15	5	95	-1	74
44	CC(N)Cc1c[nH]c2ccc(Cl)cc12 (configuration not stated)	5	-2	92	8	98
45	CCCCCCn1c(O)c(C(C)=NC)c(=O)[nH]c1=O	-19	-9	92	0	97
46	CCOC(=O)C1(c2ccccc2)CCN(Cc2cccc(C(=O)O)c2)CC1	-15	-13	95	-10	93
47	COC(=NC1CCCCC1)C(O)c1c[nH]c2ccccc12 (configuration not stated)	-5	8	94	26	98
48	c1ccc(C(OCCN2CCNCC2)c2ccccc2)cc1	10	-7	100	-10	83

No.	H69AR inhibit	S1P2 agonist	PostGolgi ctrl	sEH act
37	84	-7	4	-2
38	x	1	16	3
39	62	-3	9	-2
40	89	-3	8	0
41	82	-7	x	7
42	96	x	-1	x
43	78	-4	17	-5
44	93	-1	x	-7
45	99	-2	-1	4
46	89	0	0	14
47	92	-4	3	-27
48	70	-4	6	9

Following part
No.	smiles	S1P2 antag	PTPN22 act	Lung fibro prol	sEH inhibitor	HUVEC inhibit
49	CC1=NN(c2ccccc2)C(=O)/C1=C/c1c(O)[nH]c(=S)[nH]c1=O	-27	-9	x	2	x
50	CCN1CC2(COC(=O)c3ccccc3N)CCC(OC)C34C5CC6C(OC)CC(O)(C5C6OC)C(O)(C(OC)C23)C14 (configuration not stated)	6	-14	x	-21	x
51	Nc1ccc(C2(c3ccc(N)cc3)CN3CCC2CC3)cc1	-8	-3	94	-12	90
52	Cc1ccccc1C1=NCC(=S)Nc2ccc(Cl)cc21	-6	-5	92	-14	107
53	O=C1Nc2ccccc2/C1=C/c1cnc[nH]1	29	-3	x	-9	x
54	CC(C)C1(C)N=C(c2ncccc2C(=O)O)NC1=O (configuration not stated)	-6	0	x	-12	x
55	CC(Cc1ccccc1Sc1ccccc1O)N(C)C (configuration not stated)	2	-8	x	-16	x
56	C=CCn1c(O)c(C(C)=NCCO)c(=O)[nH]c1=O	-10	12	x	11	x
57	CC1(C)C(C(=O)NN2C(=O)c3ccccc3C2=O)C1(C)C	-4	16	x	-16	x
58	Cn1cc(CCC(=O)N2CCC3(CC2)OCCO3)c2ccccc21	-2	-7	x	x	96
59	Oc1ccc(/C=N/NP(=S)(c2ccccc2)c2ccccc2)cc1O	-5	1	x	-2	x
60	CC1CN(O)C2CCc3c(no[n+]3[O-])C12O (configuration not stated)	-6	-2	104	4	107

No.	H69AR inhibit	S1P2 agonist	PostGolgi ctrl	sEH act
49	x	-6	-5	1
50	x	-4	0	23
51	100	-1	8	11
52	85	2	x	18
53	x	-9	10	12
54	x	-12	10	11
55	x	-3	6	15
56	x	-7	28	-8
57	x	-6	1	18
58	106	-5	5	x
59	x	-2	4	5
60	92	-7	7	-6

Copied from above: nos. 51–60
No.	smiles	S1P2 antag	PTPN22 act	Lung fibro prol	sEH inhibitor	HUVEC inhibit
51	Nc1ccc(C2(c3ccc(N)cc3)CN3CCC2CC3)cc1	-8	-3	94	-12	90
52	Cc1ccccc1C1=NCC(=S)Nc2ccc(Cl)cc21	-6	-5	92	-14	107
53	O=C1Nc2ccccc2/C1=C/c1cnc[nH]1	29	-3	x	-9	x
54	CC(C)C1(C)N=C(c2ncccc2C(=O)O)NC1=O (configuration not stated)	-6	0	x	-12	x
55	CC(Cc1ccccc1Sc1ccccc1O)N(C)C (configuration not stated)	2	-8	x	-16	x
56	C=CCn1c(O)c(C(C)=NCCO)c(=O)[nH]c1=O	-10	12	x	11	x
57	CC1(C)C(C(=O)NN2C(=O)c3ccccc3C2=O)C1(C)C	-4	16	x	-16	x
58	Cn1cc(CCC(=O)N2CCC3(CC2)OCCO3)c2ccccc21	-2	-7	x	x	96
59	Oc1ccc(/C=N/NP(=S)(c2ccccc2)c2ccccc2)cc1O	-5	1	x	-2	x
60	CC1CN(O)C2CCc3c(no[n+]3[O-])C12O (configuration not stated)	-6	-2	104	4	107

No.	H69AR inhibit	S1P2 agonist	PostGolgi ctrl	sEH act
51	100	-1	8	11
52	85	2	x	18
53	x	-9	10	12
54	x	-12	10	11
55	x	-3	6	15
56	x	-7	28	-8
57	x	-6	1	18
58	106	-5	5	x
59	x	-2	4	5
60	92	-7	7	-6

The list continues:
No.	smiles	S1P2 antag	PTPN22 act	Lung fibro prol	sEH inhibitor	HUVEC inhibit
61	CCOc1ccc(-n2c(O)c(C=Nc3ccc(N(CC)CC)cc3)c(=O)[nH]c2=O)cc1	23	-14	103	x	90
62	O=C(CN1CCOCC1)NCC(=O)Nc1ccc(Br)cc1C(=O)c1ccccc1	-22	11	106	-2	99
63	Cc1cccnc1-n1c(C)nc2ccccc2c1=O	-30	-5	98	-8	94
64	CC(C)CC1C(C#N)=C(N)Oc2c1c(=O)oc1ccccc21 (configuration not stated)	-32	-6	95	6	97
65	Clc1ccc2c(c1)C(c1ccccc1Cl)=NCc1nnc(Br)n1-2	-21	3	96	-1	92
66	Fc1ccccc1N1CCN(Cc2c(F)cccc2F)CC1	9	1	92	-15	96
67	CCOC(=O)c1ccc(NC(=O)c2c(O)[nH]c(=O)[nH]c2=O)cc1	23	-8	99	-12	103

No.	H69AR inhibit	S1P2 agonist	PostGolgi ctrl	sEH act
61	54	-4	5	x
62	104	-3	22	0
63	127	1	9	6
64	84	-2	41*	-4
65	70	-5	x	0
66	90	2	3	14
67	96	-10	7	14

From no. 66 to 67, as listed above:
No.	smiles	S1P2 antag	PTPN22 act	Lung fibro prol	sEH inhibitor	HUVEC inhibit
66	Fc1ccccc1N1CCN(Cc2c(F)cccc2F)CC1	9	1	92	-15	96
67	CCOC(=O)c1ccc(NC(=O)c2c(O)[nH]c(=O)[nH]c2=O)cc1	23	-8	99	-12	103

No.	H69AR inhibit	S1P2 agonist	PostGolgi ctrl	sEH act
66	90	2	3	14
67	96	-10	7	14
